Compound activity (PubChem)
Mito fusion act: qHTS Assay for Small Molecule Inhibitors of Mitochondrial Division or Activators of Mitochondrial Fusion; S. cerevisiae fusion-defective mutant growth rescue, CellTiterGlo 48 h; Potency, µM (series often up to 46.1 µM), for inactives: at the highest dose growth rescue (activation), most hits filed as activators; 320,000 tested, 0.23% active;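 further: potency means the concentration at half of the fitted maximal effect; % of control where 0% means no effect; nearly all actives have a fitted effect of over 45% in size; temperature-sensitive fusion mutants such as fzo1-1 at 37 °C on non-fermentable ethanol glycerol medium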
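Compounds are tested for their ability to restore growth of mitochondrial fusion-defective yeast strains at non-permissive 37C in YPEG medium over 48 hours. Viability is quantified by luciferase luminescence.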
Menin MLL FP TR: qHTS Assay for Inhibitors Targeting the Menin-MLL Interaction in MLL Related Leukemias: Competition With Texas Red Labeled MLL-derived Mutant Peptide. O00255. Menin + Texas Red MLL mutant peptide, fluorescence polarization. Potency, µM (top dose mostly 61.6 µM), inactives show top-dose FP activity change, negative = inhibition, most hits filed as inhibitors. 270,000 tested, 0.23% active; active means well fitted inhibition curve with a large enough effect in the polarisation, with a control signal flat, not every such curve was filed as active; inconclusive means small, poorly fitted or top-dose-only effect, or effect the other way, or a change in a side signal; inactive means no such curve, though single readings can be large or run the other way; the % refers to the polarisation; further: potency means the concentration at half of the fitted maximal effect; % of control where 0% means no effect; many of its hits are not listed in these tables
PKM2 act: qHTS Assay for Activators of Human Muscle isoform 2 Pyruvate Kinase. 260,000 tested, 0.34% active. Potency, µM (top dose mostly 57.5 µM), for the others: at the top dose activation, hits mostly activators. purified PKM2, Kinase-Glo ATP luminescence, activation; response scale: 0% is enzyme alone, no compound; further: potency means the concentration at half of the fitted maximal effect; on the % scale 0 is the no-effect control and ±100 the full control effect; nearly all actives have a fitted effect of over 55% in size
Target sequence (P14618 whole entry, looked up, canonical isoform): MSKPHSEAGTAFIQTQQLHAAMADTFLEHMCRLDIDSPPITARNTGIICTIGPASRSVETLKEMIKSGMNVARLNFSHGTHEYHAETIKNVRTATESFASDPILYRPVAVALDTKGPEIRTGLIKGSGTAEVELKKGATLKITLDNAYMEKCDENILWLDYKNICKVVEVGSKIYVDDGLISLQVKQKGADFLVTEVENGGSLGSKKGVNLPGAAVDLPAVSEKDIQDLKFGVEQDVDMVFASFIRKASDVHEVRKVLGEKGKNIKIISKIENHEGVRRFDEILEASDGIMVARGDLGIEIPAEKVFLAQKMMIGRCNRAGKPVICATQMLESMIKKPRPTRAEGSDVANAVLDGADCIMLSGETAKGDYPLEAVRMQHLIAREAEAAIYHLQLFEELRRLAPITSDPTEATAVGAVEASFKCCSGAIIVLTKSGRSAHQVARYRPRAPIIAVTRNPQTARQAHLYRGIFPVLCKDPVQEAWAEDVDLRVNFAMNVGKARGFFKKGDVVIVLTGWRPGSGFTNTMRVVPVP
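ATP formation by purified human PK-M2, quantified via coupled luciferase luminescence after 1 h at room temperature with 0.1 mM ADP and 0.5 mM PEP final.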
USP2a block: qHTS Assay for Inhibitors of Ubiquitin-specific Protease USP2a Using CHOP2 as the Reporter; 330,000 tested, 0.01% active; Ubiquitin carboxyl-terminal hydrolase 2 (Homo sapiens), O75604; Potency, µM (doses to about 38.3 µM), inactives show top-dose activity change, negative = inhibition, actives largely listed as inhibitors; USP2 core, Ub-CHOP2 coupled fluorogenic reporter, 485/531; AID 463254, 2010;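 further: potency means the concentration at half of the fitted maximal effect; plate controls were DMSO wells for no effect and full inhibition by NEM control for full effect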
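Deubiquitinase activity read as fluorescence (485/531 nm) after Ub-CHOP2 cleavage activates the enterokinase reporter on its substrate; USP2 core 10nM, Ub-CHOP2 and substrate 25nM each, 30min compound preincubation then 60min RT; data normalized to NEM, curves fitted.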
ASM inhibitor: Inhibitors of Secretory Acid Sphingomyelinase (S-ASM): qHTS. Sphingomyelin phosphodiesterase (Homo sapiens), P17405. placental ASM, HMU-PC fluorogenic substrate, 60 min. Potency, µM (doses to about 57.5 µM), inactives show at the top dose activity change, negative = inhibition, hits mostly inhibitors. 340,000 tested, 0.006% active; further: potency means the concentration at half of the fitted maximal effect
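Human placenta-derived ASM enzyme was preincubated with compound for 10 minutes at room temperature, then given fluorogenic substrate HMU-PC0 (9 uM final) for 60 minutes at 37 °C; a pH 10 stop preceded fluorescence reading at Ex 386/Em 447 nm.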
TSHR antag: Antagonists of the Thyroid Stimulating Hormone Receptor: HTS campaign. TSHR-expressing cells, TSH-stimulated cAMP HTRF, 2 h; active compounds read low. 330,000 tested, 0.2% active. AID 504810, 2011. Thyrotropin receptor (Homo sapiens), P16473. activity change, negative = inhibition, % at 11.5 µM;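 active means activity change below a set negative limit, meaning inhibition stronger than a set level, cut at about -70% in these data; inconclusive means activity change between two set negative limits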; further: on the % scale 0 is the no-effect control and ±100 the full control effect
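Antagonism was scored as loss of TSH-driven cAMP in TSHR cells, stimulated with 4nM TSH (EC80) for 2 hours at 37 deg C and detected by homogeneous HTRF competition immunoassay.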
Eya2 inh: qHTS Assay for Inhibitors of the Phosphatase Activity of Eya2; 330,000 tested, 0.006% active; recombinant Eya2, OMFP fluorescence dephosphorylation (OMFP is methylfluorescein phosphate); Potency, µM (titrated, usually from 76.9 µM), for the others: at the highest dose activity, negative = inhibition, usual class: inhibitors; further: potency means the concentration at half of the fitted maximal effect; on the % scale 0 is the no-effect control and ±100 the full control effect
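Eya2 protein (added as 0.2 uM solution) was preincubated with compound for 10 min at ambient temperature in 50 mM HEPES pH 7.5, 50 mM NaCl, 5 uM MgCl2, 0.05% BSA, 1 mM DTT. OMFP (added at 50 uM) then reacted 10 min; fluorescence read at 485/525 nm.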
GALK inh: qHTS Assay for Inhibitors of Human Galactokinase (GALK); P51570; Purified GALK, Kinase-Glo residual ATP luminescence; Potency, µM (highest dose often 57.5 µM), without a hit: at the highest dose activity change, negative = inhibition, actives largely listed as inhibitors; 270,000 tested, 0.007% active; further: potency means the concentration at half of the fitted maximal effect; on the % scale 0 is the no-effect control and ±100 the full control effect
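Human GALK (5 nM) with 35 uM ATP and 100 uM galactose in 20 mM HEPES pH 8.0, 5 mM MgCl2, 60 mM NaCl, 1 mM DTT, 0.01% BSA. After 1 h at room temperature, leftover ATP was read by Kinase-Glo Plus luminescence.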
BCR signal inh: qHTS Assay to Find Inhibitors of Chronic Active B-Cell Receptor Signaling. ABC-DLBCL IkBa-CBG/CBR reporter, luminescence ratio, 4 h. Potency, µM (top dose mostly 46.1 µM), without a hit: at the highest dose ratio change, negative = lower green/red ratio, most hits filed as inhibitors. 340,000 tested, 0.05% active; active means well fitted inhibition curve with a large enough effect in the signal ratio, with a control signal flat, not every such curve was filed as active; inconclusive means small, poorly fitted or top-dose-only effect, or effect the other way, or a change in a side signal; the % refers to the signal ratio;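 further: potency means the concentration at half of the fitted maximal effect; plate controls were basal doxycycline-induced cells for no effect and cells given 10 µM MG132 for full effect; MG132 reads +100%, hits lower the ratio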
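Concentration-response series (up to 46 uM) were applied to TMD8 dual-reporter cells for 4 h at 37C with doxycycline. Green/red ratio, after filter-overlap correction, defined %Activity; red signal alone was normalised to basal cells and zero luminescence.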
MBNL1-CUG inh: qHTS Assay for Inhibitors of MBNL1-poly(CUG) RNA binding | Muscleblind-like protein 1 (Homo sapiens), Q9NR56 | AID 2675, 2010 | 280,000 tested, 0.036% active | TR-FRET MBNL1-His/biotin-(CUG)12 binding, 665/545 ratio | Potency, µM (series often up to 57.5 µM), for the others: at the top dose activity change, negative = inhibition, usual class: inhibitors; active means well fitted inhibition curve with a large enough effect in the signal ratio, with a control signal flat, not every such curve was filed as active; inconclusive means small, poorly fitted or top-dose-only effect, or effect the other way, or a change in a side signal; inactive means no such curve, though single readings can be large or run the other way; the % refers to the signal ratio; further: potency means the concentration at half of the fitted maximal effect; on the % scale 0 is the no-effect control and ±100 the full control effect
Target sequence (Q9NR56 whole entry, looked up): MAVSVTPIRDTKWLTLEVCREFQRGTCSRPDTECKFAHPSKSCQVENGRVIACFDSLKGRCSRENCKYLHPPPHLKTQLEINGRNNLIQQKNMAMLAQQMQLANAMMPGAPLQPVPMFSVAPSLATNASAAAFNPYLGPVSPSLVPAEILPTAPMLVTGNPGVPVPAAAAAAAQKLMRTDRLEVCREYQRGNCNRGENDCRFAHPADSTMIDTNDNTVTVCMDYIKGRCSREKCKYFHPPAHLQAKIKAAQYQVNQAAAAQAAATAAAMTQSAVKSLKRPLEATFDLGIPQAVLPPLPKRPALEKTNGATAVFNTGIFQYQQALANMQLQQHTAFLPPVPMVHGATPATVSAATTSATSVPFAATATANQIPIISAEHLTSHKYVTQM
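Ratiometric TR-FRET (665 over 545 nm, excitation 340 nm) tracks disruption of MBNL1-His/biotin-(CUG)12 complex after 60 min at room temperature, with compounds at 92 nM to 58 uM final.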
hERG WT inh: qHTS for Inhibitors of KCHN2 3.1: Wildtype qHTS | Voltage-gated inwardly rectifying potassium channel KCNH2 (Homo sapiens), Q12809 | U2OS, BacMam KCNH2, thallium flux FluxOr; active compounds read low | activity change, % at 1.84 µM | 340,000 tested, 0.37% active;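 active means maximum activity change below -70%; inconclusive means maximum activity change between -70% and -50%; inactive means maximum activity change above -50%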; further: on the % scale 0 is the no-effect control and ±100 the full control effect
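U2OS cells were transduced with wild-type KCNH2 virus (2.03 x 10^8 / mL) for 4 h at room temperature, then cultured overnight at 37 C. Thallium flux was read with FluxOr dye. Rate constants were normalized to DMSO controls.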
The depositor's hits bear a star; [ ] = remark or other dose. Unless noted, the call rests on the fitted dose curve; in most records, active means well fitted curve in the direction sought with a large enough effect; inconclusive means small, poorly fitted or top-dose-only effect, or another doubt; inactive means no such curve, though single readings can be large; an effect the other way counts as inactive or inconclusive. Some of the compounds tested; rates above refer to the full screens.

Screening O=C(c1ccc(F)cc1)N1CCN(Cc2ccccc2Br)CC1 returned Mito fusion act 11%, Menin MLL FP TR -16%, PKM2 act 4%, USP2a block -1%, ASM inhibitor 0%, TSHR antag -7, Eya2 inh -2%, GALK inh -1%, BCR signal inh -4%, MBNL1-CUG inh 2% and hERG WT inh -7.
For O=C(NCCN1CCCC1)C1(S(=O)(=O)c2ccc(Cl)cc2)CC1 the results were Mito fusion act 1%, Menin MLL FP TR -27%, PKM2 act 9%, USP2a block 5%, ASM inhibitor 0%, TSHR antag 3, Eya2 inh 4%, GALK inh -4%, BCR signal inh 1%, MBNL1-CUG inh 3% and hERG WT inh -16.
`CCOC(=O)c1cc2c(=O)n3ccccc3nc2n(CC2CCCO2)c1=NC(=O)/C=C/c1ccccc1` (stereo unspecified) gave Mito fusion act -3%, Menin MLL FP TR 4%, USP2a block 7%, TSHR antag -7, Eya2 inh 13%, GALK inh 0%, BCR signal inh 6%, MBNL1-CUG inh inconclusive and hERG WT inh 5.
Cn1c(SCC(=O)N/N=C/C=C/c2ccccc2[N+](=O)[O-])nc2ccccc21 was read as Mito fusion act -3%, Menin MLL FP TR 0%, PKM2 act 1%, USP2a block 3%, ASM inhibitor 1%, TSHR antag -10, Eya2 inh -1%, BCR signal inh inconclusive, MBNL1-CUG inh 5% and hERG WT inh -8.
COc1cccc(NC(=O)Cc2nnc(SCC(=O)NC3=NCCS3)n2C)c1 was read as Mito fusion act 7%, Menin MLL FP TR 11%, USP2a block 1%, ASM inhibitor 4%, TSHR antag 0, Eya2 inh 13%, GALK inh 0%, BCR signal inh 3%, MBNL1-CUG inh -2% and hERG WT inh -2.
CC(C)CNC(=O)c1cccc(NC(=O)COc2ccc([N+](=O)[O-])cc2)c1 was read as Mito fusion act 9%, Menin MLL FP TR 1%, PKM2 act 1%, USP2a block 1%, ASM inhibitor -2%, TSHR antag -14, Eya2 inh -11%, GALK inh 8%, BCR signal inh -17%, MBNL1-CUG inh 18% and hERG WT inh 27.
`NNC(=S)NC1CCCCC1` gave Mito fusion act -6%, Menin MLL FP TR -7%, PKM2 act -1%, USP2a block 0%, ASM inhibitor 0%, TSHR antag -9, Eya2 inh 4%, GALK inh -1%, BCR signal inh inconclusive, MBNL1-CUG inh 6% and hERG WT inh 6.
`CCC(=O)Nc1nonc1-c1nc2ccccc2n1N(C(=O)CC)C(=O)CC` gave Mito fusion act 3%, Menin MLL FP TR 8%, PKM2 act -4%, USP2a block -1%, ASM inhibitor -7%, TSHR antag 18, Eya2 inh 13%, GALK inh -3%, BCR signal inh 5%, MBNL1-CUG inh -15% and hERG WT inh 16.
For CCC(C)(C)NC(=O)C(c1ccc(OC)cc1)N(Cc1cccs1)C(=O)CCC(=O)Nc1cc(C)on1 (stereo unspecified) the results were Mito fusion act -8%, Menin MLL FP TR -14%, PKM2 act -9%, USP2a block -1%, ASM inhibitor -2%, TSHR antag 7, Eya2 inh -26%, GALK inh -1%, BCR signal inh -8%, MBNL1-CUG inh -15% and hERG WT inh 3.
COc1cccc2oc3cc(C#CC4(O)CCCCC4)ccc3c(=O)c12 was read as Mito fusion act -2%, Menin MLL FP TR -3%, PKM2 act -4%, USP2a block 0%, ASM inhibitor 46%[activator], TSHR antag 5, Eya2 inh -11%, BCR signal inh inconclusive and MBNL1-CUG inh -1%.
For CCOc1ccc(S(=O)(=O)NCCCN2CCOCC2)cc1 the results were Mito fusion act -8%, Menin MLL FP TR 9%, PKM2 act 0%, ASM inhibitor -1%, GALK inh 2%, MBNL1-CUG inh -5% and hERG WT inh 0.
For COc1ccccc1-c1noc(CCC(=O)N2CCN(c3cc(C)ccc3C)CC2)n1 the results were USP2a block -7%, ASM inhibitor -3%, TSHR antag -1, Eya2 inh -5%, BCR signal inh inconclusive and hERG WT inh 0.
Cc1ccc(C(=O)N2CCCC2)cc1S(=O)(=O)N1CCCCC1 was read as Mito fusion act 3%, PKM2 act -4%, USP2a block -1%, TSHR antag 10, Eya2 inh -13%, GALK inh -6%, BCR signal inh 0%, MBNL1-CUG inh -2% and hERG WT inh -1.
CC1CCN(c2ccc3nnc(CCC(=O)N4CCCCC4)n3n2)CC1 was read as Mito fusion act -2%, Menin MLL FP TR -23%, USP2a block 4%, ASM inhibitor 0%, TSHR antag -9, Eya2 inh 11%, GALK inh 2%, BCR signal inh -2%, MBNL1-CUG inh -8% and hERG WT inh -8.
Screening CCn1c(SCC(=O)Nc2ccc(C)cc2)nc2nc3c(cc2c1=O)CCCC3 returned Mito fusion act 1%, Menin MLL FP TR -26%, PKM2 act -8%, USP2a block -2%, ASM inhibitor 4%, TSHR antag -18, Eya2 inh -14%, GALK inh 1%, BCR signal inh 6%, MBNL1-CUG inh inconclusive and hERG WT inh -37.
Screening O=C(NCc1ccc(Cl)cc1)c1ccc(S(=O)(=O)N2CCCCC2)cc1 returned Mito fusion act 1%, USP2a block 2%, ASM inhibitor -2%, TSHR antag -2, Eya2 inh 0%, BCR signal inh 2% and hERG WT inh -20.
Cc1ccc(NC(=O)COC(=O)CCc2ccc(S(=O)(=O)N3CCOCC3)cc2)c(C)c1 was read as Mito fusion act -3%, Menin MLL FP TR -19%, PKM2 act -24%, USP2a block 1%, ASM inhibitor 0%, TSHR antag -14, Eya2 inh -7%, GALK inh 0%, BCR signal inh 0%, MBNL1-CUG inh -6% and hERG WT inh 4.
For CCOC(=O)N1CC=C2C(C#N)=C(N)C(C#N)(C#N)[C@H](c3cccs3)C2C1 (stereo partly specified) the results were Mito fusion act -2%, Menin MLL FP TR -14%, PKM2 act -1%, USP2a block 2%, ASM inhibitor 10%, TSHR antag -12, Eya2 inh -18%, GALK inh -5%, BCR signal inh inconclusive, MBNL1-CUG inh 29% and hERG WT inh 10.
`CCCNC(=O)c1ccc(N2CCC3(CC2)CC(c2cccc(Br)c2)=NO3)c(NC(=O)c2c(Cl)cccc2Cl)c1` gave Mito fusion act -10%, USP2a block -2%, ASM inhibitor 3%, TSHR antag -10, Eya2 inh -1%, BCR signal inh 5% and hERG WT inh -20.
Screening Fc1ccc(CSc2nnc(-c3cccs3)o2)cc1 returned Mito fusion act inconclusive, Menin MLL FP TR 2%, PKM2 act 5%, USP2a block 2%, ASM inhibitor -1%, TSHR antag -38, Eya2 inh -1%, GALK inh 5%, BCR signal inh inconclusive, MBNL1-CUG inh 4% and hERG WT inh -10.
`Cc1ccc(OCC(=O)Nc2ccc(C(N)=O)cc2)cc1` gave Mito fusion act -1%, Menin MLL FP TR 1%, USP2a block -2%, ASM inhibitor -1%, TSHR antag -1, Eya2 inh -6%, GALK inh 1%, BCR signal inh -5%, MBNL1-CUG inh -6% and hERG WT inh -3.
Screening CCCNC(=O)CN1C(=O)COc2ccc(S(=O)(=O)N3CC(C)CC(C)C3)cc21 (stereo unspecified) returned Mito fusion act -1%, USP2a block 3%, ASM inhibitor 0%, TSHR antag 31, Eya2 inh -1%, GALK inh -5%, BCR signal inh 3%, MBNL1-CUG inh -4% and hERG WT inh 3.
